APJ antagonist = antagonists of human APJ apelin receptor; P35414; CHO-K1 APJ beta-arrestin complementation, luminescence; inhibition, % at 20 µM; actives 0.32% (n = 330,000); AID 2521;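 active = inhibition above about 40% at 20 µM, limit read from the data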;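 also: cells challenged with 10 nM apelin-13 agonist together with compound; plate controls were apelin-13 plus DMSO wells for no effect and DMSO wells lacking apelin-13 for full effect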
Target sequence (P35414 whole entry, looked up): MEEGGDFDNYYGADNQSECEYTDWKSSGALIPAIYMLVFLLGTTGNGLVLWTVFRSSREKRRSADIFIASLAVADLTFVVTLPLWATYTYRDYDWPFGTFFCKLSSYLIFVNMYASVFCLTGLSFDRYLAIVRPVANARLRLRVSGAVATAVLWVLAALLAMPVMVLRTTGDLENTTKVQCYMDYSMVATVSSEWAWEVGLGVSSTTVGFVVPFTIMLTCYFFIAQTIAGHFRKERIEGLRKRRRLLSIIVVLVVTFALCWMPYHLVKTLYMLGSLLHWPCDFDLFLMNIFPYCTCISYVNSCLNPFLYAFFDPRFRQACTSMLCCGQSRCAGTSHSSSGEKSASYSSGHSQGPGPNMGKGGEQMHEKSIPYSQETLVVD
Jurkat NFkB inh = inhibitors of the PMA/ionomycin-induced NF-kB reporter in Jurkat cells. PMA/ionomycin-induced NF-kB luciferase reporter, luminescence. inhibition, % at 4 µM. actives 0.53% (n = 330,000). AID 435003; in the data active = inhibition above about 50%
XBP1 UPR activ = adaptive UPR (XBP1) activation. CHO-XBP1 luciferase reporter, IRE1-XBP1 UPR activation, luminescence; percent of tunicamycin response, DMSO as zero. activation, % at 20 µM. actives 0.33% (n = 330,000);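 active = versus positive control, 20 µM dose yields 30% or more activation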;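 also: 100% = tunicamycin at 10 µg/mL and 0% = DMSO only wells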
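Signal: luciferase luminescence; Assay system: CHO-XBP1 luciferase reporter cells; Amount: one thousand reporter cells per well; Dosing: 20 µM single concentration, DMSO 1%; Benchmarks: high control tunicamycin 10 µg/mL final, low control DMSO vehicle only; Schedule: 6 h compound exposure at 37 °C, 5% CO2; Evaluation: percent activation relative to tunicamycin reference.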
APJ ag = agonists of human APJ apelin receptor; P35414; AID 2520; CHO-K1 APJ PathHunter beta-arrestin, luminescence; 0% DMSO wells, 100% apelin; actives 0.11% (n = 330,000); activation, % at 20 µM;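 active = activation more than six SD over the plate average, tested at 20 µM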;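 also: 0% = DMSO alone and 100% = apelin-13 at 10 nM; some results filed as inactive read as strong as hits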
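Assay system: engineered CHO-K1 APJ arrestin reporter cells; Amount: 1000 CHO-K1 reporter cells seeded per well; Dosing: one dose, 20 µM compound, 1% DMSO; Times: compound stimulation 90 min at 25 °C, detection 60 min; Measured by: luminescent beta-gal fragment complementation, chemiluminescent substrate; Read-out: APJ–arrestin association signal; Controls: DMSO vs Apelin-13 10 nM.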
Mdm2 MdmX PPI = inhibitors of human Mdm2/MdmX interaction. SaOS-2 split-luciferase Mdm2/MdmX complementation, luminescence. O15151+Q00987. AID 485346. actives 3% (n = 330,000). inhibition, % at 8 µM;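 active = inhibition of at least 50% at 8 µM in the primary screen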
tim23-1 inh = tim23-1 yeast growth inhibition | AID 463212 | actives 1.3% (n = 330,000) | inhibition, % at 20 µM | S. cerevisiae tim23-1 growth, BacTiter-Glo luminescence, 24 h;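 active = growth inhibition of the mutant yeast at or above 50%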;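 also: temperature-sensitive mutant grown at 25 °C; plate controls were DMSO-treated mutant yeast for no effect and medium wells lacking yeast for full effect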
697 NFkB inh = inhibitors of the PMA/ionomycin-induced NF-kB reporter in 697 B cells | 697 B-cell NF-kB luciferase reporter, 16 h | actives 0.33% (n = 330,000) | inhibition, % at 4 µM | AID 435022; in the data active = inhibition above about 35%
CHOP UPR activ = activators of apoptotic arm of unfolded protein response (CHOP) | CHO-CHOP luciferase reporter, UPR activation, luminescence; percent of tunicamycin response over DMSO baseline | activation, % at 10 µM | actives 0.34% (n = 330,000) | AID 449763;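 active = at 10 µM dose, activation of 40% or more, normalized to positive control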;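 also: 100% = tunicamycin at 10 µg/mL and 0% = DMSO alone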
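assay system = CHO CHOP reporter cells | amount = 500 CHO-CHOP cells per well | buffer or medium = F12 with 10% FBS | incubation = 16-18 h cell attachment, then 6 h compound exposure, 37 °C | detection = luminescence read with Steady-Glo | read-out = percent activation relative to tunicamycin control | controls = tunicamycin high control, DMSO low control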
Active calls of the source: *; nt = not tested or not shown.

SMILES	APJ antagonist	Jurkat NFkB inh	XBP1 UPR activ	APJ ag	Mdm2 MdmX PPI	tim23-1 inh	697 NFkB inh	CHOP UPR activ
O=C(CCc1nnc2ccc(N3CCC4(CC3)OCCO4)nn12)NCc1ccccc1Cl	-21	-14	0	-3	10	-5	-8	-0.2
COc1ccc(S(=O)(=O)N(n2c(C)nnc2-n2nc(C)cc2C)S(=O)(=O)c2ccc(OC)cc2)cc1	7	-6	-1	-1	-4	7	10	2.1
O=C(Nn1cnnc1)c1cccc(S(=O)(=O)N2CCOCC2)c1	17	1	2	0	-20	5	-11	-0.9
O=C(CCNC(=O)OCC1c2ccccc2-c2ccccc21)NOCc1ccccc1	nt	nt	0	nt	24	34	10	3.2
Cc1nnc(SCCCn2c(N3CCN(c4ccccc4)CC3)nc3c2c(=O)[nH]c(=O)n3C)s1	12	1	-3	1	-3	7	-15	-0.5
CCCC/C(C)=N/NC(=O)NC1CCCCC1	-13	6	-1	-2	-28	10	-4	0.0
Cc1ccccc1-c1nnc(NC(=O)CSc2nc3ccccc3s2)s1	13	6	-3	-2	-1	-7	7	1.0
Cc1ccc(-c2nc(S(=O)(=O)c3ccc(C)cc3)c(N(C)C)o2)cc1	7	4	-7	-1	20	11	3	1.6
Cc1ccc(C)c(S(=O)(=O)N2CCN(CC(=O)Nc3sccc3C#N)CC2)c1	-39	2	-3	-5	-7	42	-12	-0.4
CSc1cccc(NC(=O)CN2C(=O)COc3ccc(S(=O)(=O)N4CCOCC4)cc32)c1	-13	-1	-2	-2	10	-16	-9	0.2
Cc1ccc(NC(=O)Nc2cccc3ccccc23)cc1	8	-33	0	-7	19	-2	-36	1.8
Cc1cccc(N2CC(C(=O)NC3CCCCCC3)CC2=O)c1C (stereo not drawn)	-10	-8	-2	-1	-6	-3	11	1.2
COc1ccc(CCNC(=O)COC(=O)/C=C/c2ccc(OCC#N)c(OC)c2)cc1OC	6	17	-2	0	7	12	11	3.2
Cc1ccc2c(c1)N(CC(=O)Nc1ccc3c(c1)OCCO3)C(=O)CO2	6	12	0	-3	7	-1	7	-1.4
Cc1cccc(N(Cc2ccccc2)C(=O)Cc2ccc(S(=O)(=O)N3CCOCC3)s2)c1	9	10	-2	-4	-12	29	-16	1.9

Entries of single compounds as entered above. Screens in order: APJ antagonist | Jurkat NFkB inh | XBP1 UPR activ | APJ ag | Mdm2 MdmX PPI | tim23-1 inh | 697 NFkB inh | CHOP UPR activ
Cc1ccc(NC(=O)Nc2cccc3ccccc23)cc1 as listed: 8 | -33 | 0 | -7 | 19 | -2 | -36 | 1.8
O=C(CCNC(=O)OCC1c2ccccc2-c2ccccc21)NOCc1ccccc1 as listed: nt | nt | 0 | nt | 24 | 34 | 10 | 3.2
COc1ccc(CCNC(=O)COC(=O)/C=C/c2ccc(OCC#N)c(OC)c2)cc1OC as listed: 6 | 17 | -2 | 0 | 7 | 12 | 11 | 3.2
CCCC/C(C)=N/NC(=O)NC1CCCCC1 as listed: -13 | 6 | -1 | -2 | -28 | 10 | -4 | 0.0
COc1ccc(S(=O)(=O)N(n2c(C)nnc2-n2nc(C)cc2C)S(=O)(=O)c2ccc(OC)cc2)cc1 as listed: 7 | -6 | -1 | -1 | -4 | 7 | 10 | 2.1

(list continues)
SMILES	APJ antagonist	Jurkat NFkB inh	XBP1 UPR activ	APJ ag	Mdm2 MdmX PPI	tim23-1 inh	697 NFkB inh	CHOP UPR activ
Cc1c(CCC(=O)O)c(=O)oc2cc(OCc3cccc(F)c3)ccc12	2	4	1	-1	12	10	3	1.7
Nc1nonc1C(=O)NCCNCc1ccccc1OCc1ccc(F)cc1	11	3	2	-5	-19	-6	3	-0.7
COC(=O)c1c(C(C)=O)c(C)n(C)c1C	-19	-7	2	-6	-4	-12	19	-0.2
COCCNc1nc(-c2cc(C)c(C)cc2C)cs1	23	-14	1	-5	-5	33	-15	0.7
COc1ccc(N(CC(O)CN2C(=O)NC(C)(C)C2=O)S(=O)(=O)c2ccc(C)cc2)cc1 (stereo not drawn)	-5	6	0	-1	-3	-2	-5	-0.6
O=C(CSc1nc2ccc(Cl)cc2[nH]1)c1ccc2c(c1)OCO2	18	-9	-2	-2	1	17	4	3.3
N#CC1=C(N)N(c2ccccc2)C2=C(C(=O)CCC2)C1c1ccccc1 (stereo not drawn)	-1	-14	2	2	1	19	-19	2.5
CSc1nc(C)nc2c1c(=O)n(C)c(=O)n2C	-15	8	3	-3	0	-5	20	-0.3
O=C(CN1C(=O)NC2(CCCCC2)C1=O)Nc1nc2c(F)cc(F)cc2s1	9	8	2	-2	-12	7	7	1.4
Cc1csc(N(C(=O)c2ccc(S(=O)(=O)N(C)C)cc2)c2ccccc2)n1	0	-4	0	2	23	4	6	-4.3
COc1ccc(CCNC(=O)Cc2cccc(C(F)(F)F)c2)cc1OC	6	-2	-2	1	-11	9	-1	1.7
Cn1c(O)c(N=NC(=O)Cn2ccc(C(F)(F)F)n2)c2ccccc21	-1	-20	0	-1	-5	12	-15	0.0
CCCCN(C(=O)COC(=O)c1ccc(C=O)cc1)c1c(N)n(CCC)c(=O)[nH]c1=O	-64	-8	-2	-2	-14	-2	10	-2.3
O=C(NC(=O)c1ccccc1O)c1ccc(C(F)(F)F)cc1	11	-9	-1	-3	-22	20	13	5.0
CC(C)(C)NC(=O)CSc1nnc(CN2CCCCCC2=O)n1-c1ccccn1	-4	6	-1	-3	7	-1	5	-0.3
COc1c(C)cccc1C(=O)Nc1cc(Cl)ccc1N1CCOCC1	17	5	1	-5	21	14	18	-1.4
CNc1c(C(=O)O)ccc2c1C(=O)c1ccccc1C2=O	-5	2	-3	-2	32	20	-23	0.2
Cc1ccc(S(=O)(=O)n2cccc2C)cc1	2	6	1	-1	-4	17	-10	0.8
Cn1c2ccccc2c2nnc(SCC(=O)NC3CC3)nc21	-33	4	0	2	-2	2	2	0.3
COC(=O)c1cc(NCc2cccs2)ccc1N1CCOCC1	-11	15	0	-2	5	6	2	1.3
COc1ccc2cc(/C=C3\SC(=S)NC3=O)c(N3CCOCC3)nc2c1	26	-5	-3	1	4	45	-5	-0.6
O=C(c1ccccc1)c1n[nH]c(-c2ccccc2)cc1=O	8	6	0	-2	23	26	5	0.7
CCOc1ccc(C(=O)COC(=O)c2ccc(-n3cnnn3)cc2)cc1	-7	19	-3	-3	-10	14	-7	-0.1
O=C(NCc1ccccn1)C1COc2ccccc2O1 (stereo not drawn)	7	11	0	-2	-20	2	2	0.5
CCOc1ccc(CNC(=O)Nc2ccccc2)cc1	-13	-30	3	-2	-13	8	-39	4.1
CCC1=C(OC(=O)N(CC)CC)N2C(=O)OC(=NCC3CC3)[C@]2(C)[C@H]2C1=CC[C@H]1C(=O)N(CC(=O)OC)C(=O)[C@H]12	18	11	1	8	-18	19	-2	-1.4
CCOC(=O)C(C)Sc1nc(=O)n2cc(C)ccc2n1 (stereo not drawn)	-16	-31	-1	9	-9	7	-49	0.3
Cc1cccc(NS(=O)(=O)c2ccc(C)c(C(=O)N(C)C3CCN(C)CC3)c2)c1	6	5	-2	-5	-6	14	21	2.2
O=C(Cc1cccs1)NCc1ccc2c(c1)OCO2	-3	-24	2	-2	-20	3	-4	4.8
COC(=O)CSC1=C(C#N)C(=O)NC(c2ccccc2)S1 (stereo not drawn)	1	-9	-3	-5	21	19	-1	88*
COC(=O)COc1cccc2c(=O)n(CC(=O)NCc3ccccc3)ccc12	6	30	9	-2	50	4	-18	2.8
CCOCCCNC(=O)C1CCN(C(=O)Nc2ccc(Cl)cc2)CC1	26	-6	0	-3	-10	-15	8	-2.5
COCC1CCCCC1OS(N)(=O)=O (stereo not drawn)	21	11	1	1	33	10	16	-2.2
COc1cc(/C=N/NC(=O)c2ccncc2)ccc1OC(=O)c1ccc([N+](=O)[O-])cc1	-50	-4	3	2	1	10	10	0.5
CCOC(=O)c1cc2c(=O)n3ccccc3nc2n(CCCOC)c1=NC(=O)c1cccnc1	0	6	1	-1	5	23	14	-0.9
COC(C[C@H]1O[C@@H]1C(=O)[C@H](C)OCc1ccccc1)OC	-62	20	-1	3	21	30	5	1.0
O=C(CSc1ncccn1)NC1CCCc2ccccc21 (stereo not drawn)	2	0	0	-1	-12	4	11	0.8
Cc1cccc(CC(=O)Nc2ccc(C(=O)N3CCCCC3)cc2)c1	-2	-17	-6	-2	-6	4	15	1.4
CCCC(=Nc1ccccc1OC)C1=C(O)CC(c2ccccc2)CC1=O (stereo not drawn)	-3	14	-2	-1	-11	25	7	0.0
COc1ccc(Cl)cc1NC(=O)c1[nH]nc(OC)c1[N+](=O)[O-]	17	-12	0	-1	17	-5	12	-1.7
CC(C)CCNC(=O)c1ccc(C2SCC(=O)N2Cc2ccco2)cc1 (stereo not drawn)	9	-6	0	-4	4	6	0	0.7
COc1ccccc1Nc1nc(-c2sc(N)nc2C)cs1	-17	4	-4	-2	10	8	-13	0.0
O=c1[nH]c2ccccc2n1Cc1ccc(Cl)cc1	-4	13	-7	2	27	14	17	-0.7
COc1ccc(CC(=O)Nc2ccc(N3CCN(c4ccc(OC)cc4)CC3)c(C#N)c2)cc1	4	-4	0	5	22	-1	-42	1.7
Cc1ccc(C(=O)Cn2nnc(-c3ccccc3)n2)cc1	12	-2	3	0	-2	13	-2	4.9
CC1(C)Cc2c(sc(NC(=O)c3ccccc3)c2C(=O)O)CO1	7	-12	0	-4	-26	-2	-55	4.9
O=C1CC[C@@]23CCCN2C(=O)CCCC3C1 (stereo partly drawn)	nt	nt	1	nt	-8	18	-11	0.5
O=S(=O)(c1ccc2ccccc2c1)N1CCN(C(=S)Nc2ccc(F)c(Cl)c2)CC1	-12	6	-2	0	43	13	5	2.7
CCOc1ccc(/C=C2\SC(=S)N(CC(=O)Nc3ccccn3)C2=O)cc1	11	-6	18	-2	15	6	2	0.9
O=C(CCCn1nnnc1CN1CCOCC1)N1CCC(c2ccccc2Cl)C1 (stereo not drawn)	7	-9	-3	0	-14	12	-7	-2.3
CCSC(=O)N(CC)CC(=O)Nc1c(CC)cccc1CC	4	-5	-1	-1	-23	-2	7	-0.9
CSc1ccc(CN2CCCC(N3CCN(c4ccccc4)CC3)C2)cc1 (stereo not drawn)	21	18	-2	-4	2	-2	0	0.6
Clc1cc(NCc2ccccc2)ncn1	16	7	-6	-7	24	16	14	0.5
Cc1ccn2cc(-c3ccc(NS(=O)(=O)c4ccccc4)cc3)nc2c1	-57	-24	-3	10	-45	-14	-79	2.8
COc1ccc(-c2cccc(C3CC=CC4C3C(=O)N(Cc3ccccc3)C4c3ccc(OC)c(Cl)c3)c2)cc1 (stereo not drawn)	-52	17	-2	1	19	58*	-98	2.5
O=C(CCNc1ccc(F)cc1)c1ccco1	13	-1	2	1	-24	16	-11	3.1
CC(=O)NC(CCCNC(=S)NC1CCCCC1)C(=O)O (stereo not drawn)	4	12	-1	-4	6	-11	7	-0.6
COc1ccc(NC(=O)Nc2nc(C)cc(C)n2)c(OC)c1	-17	10	0	8	-13	6	-16	0.4
O=C(CC(=O)Nc1ccc(F)cc1F)Nc1ccc(F)cc1F	6	-5	-2	-7	-1	24	5	-2.5

Compounds were not picked by outcome; 5% or so of the library scored in one or more.
